# Screens: PubChem BioAssay, several laboratories
# M17LAP inhibition: P. falciparum M17LAP inhibitors, primary screen, biochemical, fluorogenic H-Leu-NHMec substrate, 1536-well (AID 1619); one-dose inhibition, % at 30 µM; IC50 in µM for titrated hits; actives 0.38% (n = 220,000); recombinant M17LAP, H-Leu-NHMec fluorogenic kinetic assay; higher % means a stronger effect;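 active = compound inhibiting the enzyme by more than half at any dose during confirmatory dose-response retesting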;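 also: plate controls were full reaction with DMSO carrier for no effect and no enzyme background for full effect; strong numbers were not always called active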
# WT yeast gro inh: growth inhibition of WT yeast, mitochondrial fusion screen | mitochondrial fusion phenotypic screen, WT strain | inhibition, % at 10 µM | actives 2.1% (n = 190,000); in the data active = inhibition above about 58%; tested in S. cerevisiae
# Autophagy mod: modulators of autophagy; MEF GFP-LC3 puncta imaging; test concentration mostly 10 µM; calls only at 10 µM (by protocol); actives 0.98% (n = 190,000);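 active = percentage of spot-positive cells more than 3 SD above its plate mean, without a fluorescence outlier flag or 80% toxicity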;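 also: spot-positive cell cutoff set from DMSO-treated cells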
# MT stabilizer: stabilizes microtubules in HeLa cells; HeLa tubulin immunostaining HCS, 24 h; share of cells brighter than vehicle mean+2SD; % tubulin-high responders, % at 10 µM; actives 0.83% (n = 200,000);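 active = plate Z-score above 3 for both tubulin-high and condensed-nucleus cell shares, with cell loss under 80%, at 10 µM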;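 also: anti alpha tubulin signal scored within the nucleus-defined area of each cell; some results filed as inactive read as strong as hits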
# T cell HTS: T cell immune modulation candidate | calls only at 7 µM | actives 0.068% (n = 330,000) | 2C CD8+ T cell-vesicle binding, flow cytometry; stronger effect = lower value;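 active = response, share of CD8 T cells binding vesicles, and their 90th percentile fluorescence all below set limits, cut at about 80% in these data, passing the limit was not always enough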
#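 Assay system: 2C TCR transgenic mouse naive CD8+ T cells, MACS-purified | Read-out: CD8+ gate FL2 mean fluorescence as % of same-row positive control | Signal: High-throughput flow cytometry with anti-B7-1 and anti-CD8 staining | Timing: Binding step 1.5 h, 37 °C, antibody labelling 20 min, ice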
# b-catenin transl: modulators of beta-catenin nuclear translocation | HeLa beta-catenin nuclear translocation, immunofluorescence imaging | nuclear translocation activity, % at 5 µM | actives 0.3% (n = 190,000) | AID 1665;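 active = nuclear translocation activity above 50% at 5 µM, with a well cell count of 50 or more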;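 also: per-cell ratio of nuclear to cytoplasmic median beta-catenin stain intensity; plate controls were DMSO negative control for no effect and GSK-3 inhibitor IX positive control for full effect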
#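 System: HeLa cells, endogenous beta-catenin; compound dosing: 5 µM primary single dose, 0.1% DMSO, 0.02–20 µM confirmation series; incubation: 24 h compound exposure at 37°C, 5% CO2; signal: beta-catenin immunofluorescence imaging with DAPI; evaluation: % activation, nuclear-to-cytoplasmic median beta-catenin signal ratio per cell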
# Dynein cargo inh: blocks dynein driven cargo transport along microtubules; z-score, hits read low; 3617.4 mouse cells, GR-EGFP nuclear translocation imaging; test concentration mostly 20 µM; stimulated with dexamethasone, 1 µM; stronger effect = lower value; actives 0.47% (n = 220,000);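 active = plate z-score of nuclear minus cytoplasmic receptor signal below a set negative limit, without overly bright fluorescence or cell loss, cut at about -3.5 in these data, passing the limit was not always enough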;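 also: z-score of nuclear minus cytoplasmic ring GR-EGFP intensity difference per well; some compounds called inactive have numbers as strong as hits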
#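 Buffer or medium – tet-free medium with charcoal-stripped serum · Signal – automated 10x imaging of fixed Hoechst-stained cells · Also added – dexamethasone agonist, 1.0 µM final, for 30 min · Incubation – induction 48 h, compound 1 h, agonist 30 min · Read-out – GR-EGFP nuclear translocation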
# Yfh1-depleted yeast: mitochondrial function rescue without frataxin homolog – Friedreich's ataxia, plus single-dose screen, dose response (AID 1465). S. cerevisiae Yfh1-off respiration, WST-1 reduction, 72 h; higher fold induction means a stronger effect. one-dose fold induction at 50 µM; EC50 in µM for titrated hits. actives 0.074% (n = 220,000);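 active = fold induction of absorbance versus untreated yeast above a set limit, then at least 30% activation at any dose in follow-up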;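 also: activators that raise dye reduction in frataxin-depleted yeast; strong numbers were not always called active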
# M1AAP inhibition: malaria alanyl aminopeptidase activity blockers – biochemical, fluorogenic H-Leu-NHMec substrate, 1536-well (AID 1445); recombinant M1AAP, H-Leu-NHMec fluorogenic kinetic assay; higher % means a stronger effect; actives 0.42% (n = 220,000); inhibition, % at 30 µM; hits with a dose series show IC50 in µM;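 active = primary inhibition above the hit cutoff, then over 50% inhibition at one or more dose response concentrations, cut at about 23% in these data, passing the limit was not always enough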;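 also: plate controls were DMSO full reaction for no effect and no enzyme background for full effect; strong numbers were not always called active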
# WT yeast gro inh mutant strain: also measured in WT yeast gro inh; calls as there; inhibition, %; mitochondrial fusion phenotypic screen, mutant strain inhibition
# Dynein cargo inh cytoplasmic EGFP: further read-out of Dynein cargo inh, marked with its call; z-score; measured here: cytoplasmic GR-EGFP intensity; stronger effect = higher value
# Dynein cargo inh nuclear GR-EGFP: also measured in Dynein cargo inh; calls as there; z-score; measured here: nuclear GR-EGFP intensity;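 lower value marks the stronger effect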
# Dynein cargo inh cell count: further read-out of Dynein cargo inh, marked with its call; z-score; measured here: cell count per field
# b-catenin transl cell count 5 µM: further read-out of b-catenin transl, marked with its call; cell count; measured here: cell count, cytotoxicity flag
# T cell HTS vesicle-bound %: second read-out of T cell HTS, no call of its own (marks repeat the call); double positive events, %; measured here: CD8+ vesicle-bound cell fraction;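 binding gate set so that unloaded-vesicle control wells show 10% double positive cells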
# MT stabilizer Hoechst-high %: also measured in MT stabilizer; calls as there; % Hoechst-high responders; measured here: nuclear condensation Hoechst responders;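 share of cells brighter than vehicle mean plus two SD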
# MT stabilizer cytotoxicity %: further read-out of MT stabilizer, marked with its call; toxicity, %; measured here: cytotoxicity by cell density;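 0% = mean cell density of plate MIN control wells and 100% = no cells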
# Autophagy mod cell loss 18 h: second read-out of Autophagy mod, no call of its own (marks repeat the call); toxicity, %; measured here: cell loss, nuclei count;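 cell loss after 18 h compound exposure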
# Starred values were filed as active, the others as inactive; i = inactive; x = no result given. Random draw from the library; overall some 4.4% were active at least once.
SMILES,M17LAP inhibition,WT yeast gro inh,WT yeast gro inh mutant strain,Autophagy mod,Autophagy mod cell loss 18 h,MT stabilizer,MT stabilizer Hoechst-high %,MT stabilizer cytotoxicity %,T cell HTS,T cell HTS vesicle-bound %,b-catenin transl,b-catenin transl cell count 5 µM,Dynein cargo inh,Dynein cargo inh cytoplasmic EGFP,Dynein cargo inh nuclear GR-EGFP,Dynein cargo inh cell count,Yfh1-depleted yeast,M1AAP inhibition
COC(=O)c1oc(-c2ccc(Cl)cc2)nc1C,-1.9%,-7.4,3.1,i,9.2,2.6,1.9,2.4,i,18.3,-0.1,1484,1.03,-0.256,0.69,-0.454,i,0.1%
Oc1c(Br)cc(Br)cc1C=NCc1ccc(F)cc1,8.8%,13.7,5.4,i,2.6,3.4,1.5,13.7,i,38.9,-0.1,1122,0.203,-0.318,0.0585,0.179,i,0.8%
O=C(CSc1nc(C2CC2)nc2ccccc12)NCc1ccc2c(c1)OCO2,6.4%,-4.0,-42.8,i,11.6,3.2,1.6,9.1,i,25.4,-2.2,964,0.463,-0.247,-0.223,0.827,x,0.5%
Nc1nc(SCC(=O)Nc2ccc3c(c2)CCC3)n[nH]1,45.2µM*,-15.9,-15.0,i,-7.0,2.1,1.9,2.8,i,1.7,-2.6,604,-0.797,-0.312,-0.705,1.02,i,13.4%
CCOC(=O)Nc1ccc2c(CN3C(=O)NC(CC)(CC)C3=O)cc(=O)oc2c1,-255.9%,-1.1,-16.1,i,-0.6,3.0,2.0,10.9,i,46.4,x,x,0.0637,-0.2,0.0174,1.22,i,12.3%
CC1Nc2ccccc2C(=O)N1NC(=O)c1ccc(Br)cc1 (stereo unspecified),4.9%,0.3,-20.5,i,-7.2,2.8,3.1,9.9,i,48.2,-1.2,1052,0.166,-0.195,0.326,-0.98,i,7.9%
CC(C)CC(=O)Nc1ccc2oc(-c3ccncc3)nc2c1,2.5%,23.9,5.7,i,6.6,2.6,1.9,0.7,i,46.7,-2.8,1032,-0.0634,-0.391,-0.0176,0.782,i,1.7%
COc1cc(C(=O)O)ccc1OCc1c(C)noc1C,-1.3%,-0.4,9.2,i,-9.1,1.3,0.6,1.6,i,16.6,1.6,973,0.0875,1.15,0.528,-1.1,i,-4.4%
Cc1cc(S(=O)(=O)N2CCN(c3c(C)cccc3C)CC2)ccc1F,7.2%,27.1,-3.9,i,-4.2,1.5,1.4,4.8,i,40.5,x,x,0.169,-0.207,0.262,1.74,i,-0.4%
Nn1c(SCC(=O)Nc2ccc3c(c2)OCO3)nnc1-c1ccccc1,3.7%,4.3,-1.3,i,-7.6,1.9,1.3,5.3,i,50.1,x,x,-1.07,0.785,-0.299,0.591,i,2.2%
CC(C)Sc1cc(N2CCCC2)nc(-c2ccccc2Cl)n1,-24.2%,14.0,-25.3,i,-9.1,1.5,1.6,5.9,i,36.0,-0.7,1034,-0.47,0.0432,-0.584,0.742,i,1.0%
CCCNc1nc(N)nc(-c2cc(Cl)ccc2OC)n1,-9.8%,2.1,-0.7,i,4.7,2.3,1.6,6.3,i,33.2,0.7,1030,1.76,-0.25,1.14,-0.764,i,-0.4%
CCOC(=O)c1c(N2C(=O)CC(Sc3ccccc3C(=O)O)C2=O)sc(C)c1C (stereo unspecified),8.1%,x,x,x,x,x,x,x,i,45.5,-0.7,1299,-0.176,-0.158,0.338,-0.544,i,10.9%
CC(C)(C)OC(=O)NCCc1nnc(S(=O)(=O)Cc2ccc(Cl)cc2Cl)o1,-1.0%,-2.0,7.4,i,9.4,1.8,0.4,0.0,i,0.9,-0.1,1136,-6.28*,1.47*,-2.75*,0.0201*,i,-2.3%
Fc1ccc(CN2CCSCC2)cc1Br,-2.1%,-8.1,3.9,i,9.4,3.4,1.9,5.7,i,10.1,-0.3,1142,-0.912,-0.293,0.196,0.481,i,0.4%
CCN1CCCC1Cn1cnc2c([nH]c3ccc(Cl)cc32)c1=O (stereo unspecified),0.8%,10.8,18.3,i,-9.1,1.9,1.2,11.7,i,5.5,-1.8,1178,-0.367,-0.169,-0.142,0.602,i,7.5%
Cn1c(CNC(=O)C(C)(C)C)nc2ccccc21,1.8%,4.1,10.2,i,-12.4,1.5,3.7,10.6,i,32.4,-0.2,1008,-1.21,-0.286,-0.469,2.98,i,7.4%
CCCc1nc2oc3ccccc3c(=O)c2c(=O)n1CCCOC,6.2%,x,x,x,x,x,x,x,i,26.5,-5.4,1026,-0.297,-0.25,-0.471,0.542,i,5.0%
CNc1nc(CC(C)=O)ns1,-2.1%,-4.3,-10.1,i,13.4,5.6,3.3,6.9,i,24.5,-2.8,1151,-0.55,-0.334,-0.0216,0.197,i,4.5%
O=C(Nc1ccc2snnc2c1)N1CCCCC1,x,-4.9,-4.3,i,-28.2,2.3,1.6,12.4,i,64.1,-1.4,1021,-0.588,-0.297,-0.0229,0.425,i,x
CCNC(=O)NC1(C(=O)Nc2ccc3c(c2)OCCO3)CCCCC1,-0.2%,4.5,-3.1,i,5.0,1.9,2.1,4.5,i,32.4,0.5,1318,-0.645,-0.183,-0.944,-0.14,i,1.6%
CCN(CC)S(=O)(=O)c1ccc(N2CCOCC2)c(NC(=O)c2ccccc2)c1,7.3%,27.5,8.7,i,10.9,3.8,2.3,3.7,i,46.9,-1.9,1026,-0.466,-0.297,-0.167,0.749,i,-3.5%
COC(=O)c1ccc(CSc2nc3c(cnn3-c3ccc(C)cc3)c(=O)[nH]2)o1,0.0%,-11.8,2.6,i,-1.1,3.6,2.3,8.8,i,36.4,-1.3,1185,-0.0571,-0.223,-0.292,0.197,i,10.1%
Cc1cccc(C)c1-n1c(C)cc(/C=C2\C(=O)NN(c3ccccc3)C2=O)c1C,11.7%,x,x,i,2.8,2.6,1.4,9.4,i,23.3,x,x,-0.0669,-0.202,0.257,1.18,i,9.3%
CC1CCCCC1NC(=O)CN1C(=O)NC(C)(c2ccc(OC(F)F)cc2)C1=O (stereo unspecified),-6.1%,-8.6,-4.1,i,-46.0,3.0,1.2,10.0,x,x,-0.2,1122,0.415,-0.14,1.06,-0.292,i,9.1%
O=C(Cc1sc(Nc2ccccc2)nc1-c1ccccc1)NCc1ccccc1,3.9%,42.7,18.1,i,-12.0,3.6,1.1,4.9,i,19.7,38.3,545,-1.03,-0.142,-0.629,-0.0312,i,7.3%
O=C(CCc1ccc(S(=O)(=O)NC2CCCCC2)cc1)NCc1ccccc1,5.9%,2.8,1.7,i,-20.8,1.0,1.2,12.2,i,38.8,-0.7,1173,-0.729,-0.212,-0.292,0.627,i,11.2%
COC(=O)c1sccc1NC(=O)C1C2C=CC(C2)C1C(=O)O (stereo unspecified),10.1%,3.3,2.3,i,1.1,3.8,1.6,3.5,i,42.4,-2.8,509,-0.61,-0.222,0.00836,-0.738,x,-9.3%
C/C=C/c1ccc(OCC(=O)O)c(OC)c1,0.6%,x,x,x,x,x,x,x,i,43.7,-1.8,1102,0.509,-0.164,0.256,-0.49,i,0.2%
Cc1nn2c3ccccc3n(Cc3ccccc3)c2nc1=O,-4.0%,-10.0,-8.2,i,-7.3,3.1,2.2,4.5,i,10.3,3.4,984,-0.826,-0.247,-0.908,0.741,i,8.2%
CN(Cc1cc2ccccc2[nH]c1=O)C(=O)C1CCCCC1,21.0%,-5.3,-21.3,i,6.8,3.0,2.3,4.3,i,37.3,-2.0,1201,-0.339,-0.0897,-0.104,0.177,i,3.7%
CCc1nc(CN2CCN(c3cc(C(F)(F)F)ccn3)CC2)c(C)[nH]1,13.8%,x,x,x,x,x,x,x,i,39.9,1.1,1344,0.303,-0.227,1.15,-0.912,i,-1.0%
CCOC(=O)N1CCN(C(=O)CSc2nc3c([nH]c4ccccc43)c(=O)n2C)CC1,-6.2%,-9.6,-12.6,i,-8.7,2.5,3.4,4.1,i,27.1,-0.8,987,1.03,-0.127,0.742,-0.77,i,-0.8%
O=C(CN(Cc1ccco1)C(=O)CNS(=O)(=O)c1ccc(Cl)cc1)NCc1ccc(F)cc1,x,x,x,i,5.2,2.4,1.4,3.6,i,36.8,x,x,-0.764,0.445,-0.028,0.634,i,x
COC(=O)[C@H](CCSC)NC(=O)Nc1ccc(C)cc1C,8.2%,-32.1,-12.5,i,-9.3,2.7,2.2,13.2,i,14.3,0.1,1179,-0.819,-0.226,-0.169,1.22,i,3.1%
Cn1c(=O)c2cc3ccccc3nc2n(C)c1=O,-2.7%,x,x,x,x,x,x,x,i,20.2,1.3,1287,-0.355,-0.237,-0.148,0.335,i,3.0%
COc1ccc(N2C(=O)CC(Sc3nccc(C)n3)C2=O)cc1 (stereo unspecified),3.7%,x,x,i,-6.8,1.2,0.9,9.1,i,62.4,-1.8,1129,-1.28,-0.117,-0.546,1.75,x,7.8%
CC(=O)Nc1nonc1NC(=O)c1ccc(F)cc1,-60.2%,-5.1,-1.6,i,-1.2,0.8,1.3,4.1,i,13.3,x,x,0.162,-0.304,0.0449,-0.0908,i,0.7%
